# Mdm2 MdmX PPI: disrupts the human Mdm2-MdmX interaction | inhibition, % at 8 µM | AID 485346 | hit rate 3% among 330,000 | SaOS-2 split-luciferase Mdm2/MdmX complementation, luminescence;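 active = inhibition of at least 50% at 8 µM in the primary screen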
# Target sequence (O15151 whole entry, looked up): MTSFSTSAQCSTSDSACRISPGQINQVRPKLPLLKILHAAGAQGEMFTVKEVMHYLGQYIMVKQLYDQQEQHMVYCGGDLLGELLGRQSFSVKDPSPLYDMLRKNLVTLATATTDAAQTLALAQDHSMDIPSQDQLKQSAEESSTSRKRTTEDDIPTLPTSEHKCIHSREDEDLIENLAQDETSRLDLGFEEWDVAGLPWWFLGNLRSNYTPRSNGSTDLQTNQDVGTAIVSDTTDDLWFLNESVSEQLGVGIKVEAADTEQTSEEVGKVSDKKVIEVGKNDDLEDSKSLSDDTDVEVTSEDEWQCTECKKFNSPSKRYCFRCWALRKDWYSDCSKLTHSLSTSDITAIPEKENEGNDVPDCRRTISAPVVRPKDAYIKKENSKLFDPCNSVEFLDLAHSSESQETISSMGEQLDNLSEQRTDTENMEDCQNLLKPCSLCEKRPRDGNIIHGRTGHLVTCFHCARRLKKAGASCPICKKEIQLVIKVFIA
# Target sequence (Q00987 whole entry, looked up): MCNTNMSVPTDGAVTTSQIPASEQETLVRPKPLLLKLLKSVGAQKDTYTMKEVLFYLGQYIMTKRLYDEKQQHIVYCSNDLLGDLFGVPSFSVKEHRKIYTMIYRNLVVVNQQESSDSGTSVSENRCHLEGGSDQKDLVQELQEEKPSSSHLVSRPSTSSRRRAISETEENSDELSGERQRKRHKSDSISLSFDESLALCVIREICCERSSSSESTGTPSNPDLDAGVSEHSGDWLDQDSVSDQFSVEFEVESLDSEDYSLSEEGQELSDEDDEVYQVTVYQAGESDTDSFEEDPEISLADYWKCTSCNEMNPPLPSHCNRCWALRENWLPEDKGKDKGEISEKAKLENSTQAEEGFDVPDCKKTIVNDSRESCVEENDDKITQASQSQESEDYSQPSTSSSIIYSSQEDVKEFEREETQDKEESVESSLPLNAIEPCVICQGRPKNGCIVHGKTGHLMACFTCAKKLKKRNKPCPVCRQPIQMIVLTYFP
# tim23-1 inh: inhibits growth of tim23-1 mutant yeast. S. cerevisiae tim23-1 growth, BacTiter-Glo luminescence, 24 h. AID 463212. hit rate 1.3% among 330,000. inhibition, % at 20 µM;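 active = growth inhibition of the mutant yeast at or above 50%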;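 also: temperature-sensitive mutant grown at 25 °C; plate controls were DMSO-treated mutant yeast for no effect and medium wells lacking yeast for full effect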
# APJ agonist: APJ receptor agonism. P35414. CHO-K1 APJ PathHunter beta-arrestin, luminescence; 0% DMSO wells, 100% apelin. activation, % at 20 µM. hit rate 0.11% among 330,000;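 active = activation more than six SD over the plate average, tested at 20 µM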;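 also: 0% = DMSO alone and 100% = apelin-13 at 10 nM; some results filed as inactive read as strong as hits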
#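 Assay system: CHO-K1 cells stably expressing ProLink-tagged human APJ and arrestin–beta-gal acceptor. Compound dosing: 20 µM single point, 1% DMSO. Times: 16-18 h seeding, 90 min dark compound exposure, 60 min detection. Detection: beta-gal luminescence. Evaluation: APJ–arrestin association signal. Controls: negative DMSO alone, positive Apelin-13 at 10 nM.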
# NLRP3 yeast inh: inhibitors of NALP3 inflammasome in yeast; hit rate 0.39% among 330,000; Yeast reconstituted NLRP3/ASC/caspase-1, beta-gal luminescence, 24 h; inhibition, % at 10 µM;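 active = inhibition of 50% or more; inactive = inhibition below 50%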;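 also: plate controls were induced DMSO wells for no effect and uninduced yeast grown without galactose for full effect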
# UPR CHOP act: activators of apoptotic arm of unfolded protein response (CHOP); hit rate 0.34% among 330,000; activation, % at 10 µM; AID 449763; CHO-CHOP luciferase reporter, UPR activation, luminescence; percent of tunicamycin response over DMSO baseline;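 active = at 10 µM dose, activation of 40% or more, normalized to positive control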;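 also: 100% = tunicamycin at 10 µg/mL and 0% = DMSO alone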
#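 Test system: CHO CHOP reporter cells. Input: 500 CHO-CHOP cells per well. Medium: F12 with 10% FBS. Technique: luciferase luminescence. Measure: percent activation relative to tunicamycin control. Dosing: 10 µM compound, 0.5% DMSO. Timing: 16-18 h cell attachment, then 6 h compound exposure, 37 °C.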
# NR3A LBD binder: modulates the human NR3A ligand-binding domain. NR3A LBD differential scanning fluorimetry, Tm shift; 0% = protein alone, 100% = glycine-bound protein. Tm shift relative to glycine control, % at 25 µM. hit rate 2.5% among 340,000;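 active = melting temperature shift of at least 10% of the positive control shift, at one fixed dose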
# tim10-1 inh: growth inhibitors of tim10-1 mutant yeast; S. cerevisiae tim10-1 ts strain growth, BacTiter-Glo, 24 h; inhibition, % at 20 µM; hit rate 2.2% among 330,000; AID 463190;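 active = inhibition of at least 40%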;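 also: mutant grown at 25 °C; 0% = DMSO wells with yeast and 100% = wells holding no yeast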
# UPR XBP1 act: activators of adaptive arm of unfolded protein response (XBP1) | CHO-XBP1 luciferase reporter, IRE1-XBP1 UPR activation, luminescence; percent of tunicamycin response, DMSO as zero | activation, % at 20 µM | hit rate 0.33% among 330,000;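 active = versus positive control, 20 µM dose yields 30% or more activation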;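 also: 100% = tunicamycin at 10 µg/mL and 0% = DMSO only wells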
#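 Material: CHO-XBP1 cells stably carrying IRE1-XBP1-driven luciferase reporter | Medium: F12 with 10% serum | Compound dosing: 20 µM single concentration, DMSO 1% | Incubation: Overnight seeding at 37 °C, 6 h compound treatment at 37 °C | Detection: Steady-Glo luminescence read | Read-out basis: % activation of reporter signal versus tunicamycin and DMSO controls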
# TIM10 inh: inhibits growth of TIM10 yeast strain | S. cerevisiae TIM10 strain growth, BacTiter-Glo luminescence, 24 h | inhibition, % at 10 µM | hit rate 1.4% among 330,000;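 active = inhibition of 40% or more at the single tested concentration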;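 also: wild-type TIM10 isogenic control strain grown at permissive 25 °C; 0% = DMSO yeast wells and 100% = minimal medium wells without yeast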
# * = called active by the depositor; nt = not tested or not shown.
SMILES,Mdm2 MdmX PPI,tim23-1 inh,APJ agonist,NLRP3 yeast inh,UPR CHOP act,NR3A LBD binder,tim10-1 inh,UPR XBP1 act,TIM10 inh
COc1cccc(CCNC(=O)C2CCCN(c3ncnc4c3nc3n4CCCCC3)C2)c1OC (stereo unspecified),28,22,-5,-6,3.5,-1,26,-3,14
COc1cc(/C=N/Nc2cc(C)nc(NS(=O)(=O)c3ccccc3)n2)ccc1O,10,23,2,-14,-2.8,1,1,3,11
Cc1ccc2nc(SC(C(=O)Nc3ccc(F)cc3)c3ccccc3)[nH]c2c1 (stereo unspecified),36,0,-4,-7,1.9,16*,6,-2,15
COc1cc(CC(=O)OCC(=O)NC2CC2)cc(OC)c1OC,-23,10,-4,10,-0.6,-3,8,-4,0
O=C1Nc2cc(Cl)ccc2Nc2cscc21,-10,-10,0,27,1.6,0,-31,1,-13
O=C(NCc1cccnc1)c1ccc(COc2cccc3ccccc23)o1,9,-8,11,13,-0.3,2,26,-2,12
CCOc1ccccc1C(=O)NCC(=O)N(C)Cc1ccccc1C,0,24,-1,5,0.7,-2,32,-2,-8
Cc1nc(-c2ccc(C(=O)N3CCCC3)cc2)cs1,0,11,-3,18,2.9,-1,8,1,3
COc1ccc2nc(Nc3nc(CSc4nnnn4-c4ccccc4)cc(=O)[nH]3)nc(C)c2c1,49,8,-2,9,-1.0,-1,4,4,16
N#Cc1nc(-c2ccco2)oc1N1CCCC1,-3,6,0,-19,0.3,1,15,-4,-13
CCOc1ccc(-c2cc(C(=O)NCC3CCCO3)c3ccccc3n2)cc1 (stereo unspecified),4,16,-1,6,2.2,2,-8,3,-4
CCOC(=O)c1oc2cc(OCC(N)=O)ccc2c(=O)c1-c1ccc(OC)c(OC)c1,11,0,1,16,3.2,-1,17,-3,1
CN1C(=O)CSc2ccc(NC(=O)N3CCc4ccccc43)cc21,-50,39,5,33,2.6,-7,13,2,24
Cc1ccc(-n2ncc(C(=O)N3CCc4ccccc4C3)c2NC(=O)c2ccco2)cc1C,-1,7,-4,1,-0.5,2,12,-2,10
Cc1cc(C)c(C)c(S(=O)(=O)N2CCN(C)CC2)c1C,11,1,-5,-13,-0.9,-1,-8,4,10
COc1cc2c(cc1OC)-c1cc(Nc3ccc(F)cc3)nc(=O)n1CC2,34,8,-3,19,3.1,10*,-1,6,12
Cc1cc(N2CCCC2=O)cc(C)c1CN1C(=O)c2ccccc2C1=O,8,4,0,-6,-0.9,-3,13,-4,10
CCCc1ccc(-c2ccc(F)c(N)c2)nc1,1,38,-1,20,-6.4,4,6,-8,18
CCCCOC(=O)NC1(C)CCS(=O)(=O)C1 (stereo unspecified),11,6,-2,-5,-1.5,-2,-8,0,-10
O=C(c1cccc(Cl)c1)N1CCCC(C(=O)N2CCN(c3ccccc3)CC2)C1 (stereo unspecified),26,12,-7,8,3.2,4,7,-8,12
CCc1ccccc1NC(=O)CSc1nnc([C@H](CCSC)NC(=O)OC(C)(C)C)o1,7,3,0,15,-0.6,0,8,-1,-6
CCC1=C(OC(=O)N(CC)CC)N2C(=O)OC(=NCCc3c[nH]c4ccccc34)[C@]2(C)[C@H]2C1=CC[C@H]1C(=O)N(CC(=O)OC)C(=O)[C@H]12,25,14,0,-3,1.9,-1,1,1,-4
CO/N=C(\Cn1ncc(N2CCCC2)c(Br)c1=O)c1ccc(Cl)cc1,10,37,-8,77*,-2.4,-1,18,-3,0
COc1ccc(CNCCc2ccccc2)cc1OCC(N)=O,4,30,4,13,-0.1,2,0,0,-3
Cc1cccn2c(=O)nc(SCC(=O)NCc3ccccc3Cl)nc12,3,-13,-5,0,1.5,-1,1,-2,0
Cc1cc(C(=O)NCc2cc(F)cc3c2OCOC3)nn1C,-9,-9,-5,-3,-0.3,1,-20,-4,-11
Fc1ccc2[nH]c3c(NCc4ccccc4)ncnc3c2c1,46,5,1,10,2.8,-5,21,-2,-2
CC(C)Nc1nnc(SCC(=O)NCc2ccc3c(c2)OCO3)s1,4,12,-2,13,0.7,2,-2,0,-11
Cc1cc(NC(=O)CN2CCCCC2)no1,10,-5,-3,5,0.0,-2,-5,-1,1
O=c1[nH]ncc(N/N=C\c2cccnc2)c1Cl,7,-1,-1,2,-0.2,-2,6,0,-13
CC(=O)c1ccc(N=C2SCCCN2C(=O)C2CCCC2)cc1,38,19,-2,41,-0.5,0,22,-1,16
COc1ccc(OC(C)C(=O)Nc2cccc([N+](=O)[O-])c2)cc1 (stereo unspecified),-7,16,-2,20,-0.9,-2,13,0,-4
COc1cc(NC(=O)CSc2cc(C)c3cc(C)cc(C)c3n2)c(C(=O)O)cc1OC,-3,40,0,-9,-1.4,-1,10,1,45*
CCn1c(C)nc2cc(-c3nc4n(n3)Cc3ccccc3-4)ccc21,92*,65*,-4,10,-12,-1,60*,-15,54*
CCOc1ccc(OCCOCCOc2ccccc2Cl)cc1,-25,3,-3,18,0.4,18*,10,1,14
CCN(CC)S(=O)(=O)c1ccc(-c2nnc(SCC(=O)N3CCOCC3)o2)cc1,-16,13,3,4,-0.3,nt,-1,-2,-5

# Single records, from the list above. Screens in order: Mdm2 MdmX PPI	tim23-1 inh	APJ agonist	NLRP3 yeast inh	UPR CHOP act	NR3A LBD binder	tim10-1 inh	UPR XBP1 act	TIM10 inh
# Record of CCn1c(C)nc2cc(-c3nc4n(n3)Cc3ccccc3-4)ccc21 → 92*	65*	-4	10	-12	-1	60*	-15	54*
# Record of Fc1ccc2[nH]c3c(NCc4ccccc4)ncnc3c2c1 → 46	5	1	10	2.8	-5	21	-2	-2
# Record of Cc1cc(C(=O)NCc2cc(F)cc3c2OCOC3)nn1C → -9	-9	-5	-3	-0.3	1	-20	-4	-11
# Record of COc1ccc(OC(C)C(=O)Nc2cccc([N+](=O)[O-])c2)cc1 (stereo unspecified) → -7	16	-2	20	-0.9	-2	13	0	-4

# (continued)
SMILES,Mdm2 MdmX PPI,tim23-1 inh,APJ agonist,NLRP3 yeast inh,UPR CHOP act,NR3A LBD binder,tim10-1 inh,UPR XBP1 act,TIM10 inh
CC(C)(C)OC(=O)N1CSC[C@H]1C(=O)NC[C@H](CC(=O)O)c1ccc(Cl)cc1,-9,16,-2,6,1.3,0,20,0,-10
COc1ccc2c(c1)c(CCN1C(=O)c3ccccc3C1=O)cn2C(=O)c1ccco1,40,11,-2,3,0.5,-4,1,1,7
COc1ccc(-c2cn3cc(C)ccc3n2)cc1Br,-238,20,2,42,-1.7,5,-42,-1,23
Cc1ccccc1NC(=O)c1ccc(F)c(S(=O)(=O)N2CCN(c3ccccn3)CC2)c1,25,44,-4,6,0.2,-3,41*,1,33
COc1cccc(NC(=O)CCN2C(=O)c3ccccc3S2(=O)=O)c1,11,2,-3,10,0.7,0,6,1,15
COc1ccc(C(=S)N2CCOCC2)cc1OS(=O)(=O)c1ccc(Br)cc1,22,24,1,7,1.8,-1,27,-3,3
N#Cc1ccccc1Sc1ccccc1C(=O)OCC(=O)NC1CCCCC1,19,11,3,11,-1.8,-4,1,4,-13
COc1ccc2cc(C#N)c(SCC(=O)Nc3nonc3C)nc2c1,-1,-14,-3,19,1.0,-4,-29,0,-26
Cc1cc(NS(=O)(=O)c2ccc(NC(=O)C(C)Oc3ccc(C(C)C)cc3)cc2)no1 (stereo unspecified),4,20,1,1,-1.0,-1,14,-2,-13
COc1ccc(C(=O)Nc2ccccc2C(=O)Nc2ccc(C(=O)O)cc2)cc1,13,-1,-1,3,1.8,1,5,-5,11
O=C(NCCc1ccccc1)c1ccccc1Cl,21,-12,0,23,-6.3,-1,-2,-10,-2
Cc1ccc(C)c(Nc2nc3ccccc3n3cnnc23)c1,-5,14,-3,8,3.5,0,9,2,21
O=C(OCC#CCSc1nnc(-c2cccc3ccccc23)o1)c1cccs1,2,19,1,-6,-0.7,2,20,-2,-7
CC(=O)C1=C(O)C(=O)OC1c1ccc(Cl)cc1 (stereo unspecified),10,-7,0,9,-1.9,3,-8,-1,1
CCCCNC(=S)NC(C)(C)CO,-19,0,-4,16,-1.7,1,13,3,-3
O=C(COc1ccccc1Cl)NCCc1ccc2c(c1)OCCO2,-9,20,-5,15,3.4,-2,16,2,22
Cc1ccc(C(=O)NCCN2CCOCC2)cc1Cl,1,11,-5,13,-1.2,-3,-6,-1,-9
Cc1cccc(N2CCN(C(=O)CC(NC(=O)c3ccccc3)c3ccccc3)CC2C)c1 (stereo unspecified),-12,15,2,14,-1.4,-2,-13,0,10
CCCCn1nnnc1SCC(=O)Nc1ccc(N(C)C)cc1,-20,22,12,11,0.3,2,7,0,15
CC1(C(=O)O)CCC(C(=O)Nc2ccc(S(N)(=O)=O)cc2)C1(C)C (stereo unspecified),4,8,-1,-4,-1.2,1,4,-3,0
CCOc1cccc2cc(C(=O)Nc3ccccc3-c3ccccc3)c(=O)oc12,9,-5,1,6,1.4,10,-14,2,-10
Cc1c(NC(=O)CN2C(=O)NC(C)(c3ccc(Cl)cc3)C2=O)c(=O)n(-c2ccccc2)n1C (stereo unspecified),5,10,5,8,5.4,0,9,1,0
CCOc1ccc(-n2ccnc2SCC(=O)NCc2ccc3c(c2)OCO3)cc1,14,35,-1,12,-1.3,0,11,-1,8
CCc1nc(CN2CCCC(C(=O)c3ccc4c5c(cccc35)CC4)C2)c(C)[nH]1 (stereo unspecified),40,1,-1,-4,-1.1,-1,10,2,13
CC(C)CN=CC1=C(O)c2ccccc2C1=O,-33,13,-3,14,2.6,-1,9,-5,9
C#CCOCCOCCOCCNc1nc(N2CCN(C(=O)[C@H](CCCCN)n3cc([C@@H](N)C(C)CC)nn3)CC2)nc(N2CCN(C(=O)[C@H](CCCCN)n3cc([C@@H](N)CC(C)C)nn3)CC2)n1 (stereo partly specified),14,14,-3,8,-0.2,-3,7,-1,4
CCOc1cc(C2C3=C(CC(C)(C)CC3=O)N(CCCOC)C3=C2C(=O)CC(C)(C)C3)ccc1OC,-4,6,-2,5,1.8,-4,0,-3,-2
CC(=O)c1ccc(NC(=O)c2ccc3snnc3c2)cc1,-74,-3,3,10,6.0,5,1,3,10
CN1CCN(S(=O)(=O)c2cccc(C(=O)Nc3sc4c(c3-c3nc5ccccc5[nH]3)CCCC4)c2)CC1,25,3,-1,19,1.3,-11,2,6,22
CCCCNC(=O)NCc1cnn(C)c1C,-10,5,1,9,5.7,1,1,4,6
COc1ccc(-c2nc(N)n(C(=O)c3cccs3)n2)cc1,-35,14,3,6,0.2,-1,24,0,15
NC(=O)C1CCN(c2ccc([N+](=O)[O-])cc2Cl)CC1,23,8,-1,7,-0.3,0,11,1,-1
COc1ccc(/C=N/NC(=O)c2ccccc2OC)cc1COc1ccc(C)cc1,3,-4,6,4,-0.8,-1,11,-2,-11
COc1nc(N2CCCC2)nc(-n2nnc(C(C)=O)c2C)n1,24,-16,-3,4,-2.4,1,-37,0,-26
Oc1ccc(-c2nc3ccc4ccccc4c3c3c2CCC3)cc1O,8,36,-1,8,33,13*,14,31*,41*

# High-throughput results as filed in PubChem.

# Compounds were not picked by outcome (roughly 8.2% active in at least one column).
